# TNAP activators – human TNAP enzyme activators, primary screen, biochemical, luminescent, no phosphate acceptor, uHTS (AID 1001); one-dose activation fold at 20 µM; EC50 in µM for titrated hits; actives 0.03% (n = 200,000); purified TNAP, luminescent activation assay, no phosphate acceptor; higher activation fold means a stronger effect; in the data active = activation fold from about 3, or a potency from the dose series; inactive = the rest, 99 in 100 with activation fold below about 1.6; note: many of its hits are not listed in these tables
# M17LAP inhibition – P. falciparum M17LAP inhibitors, primary screen, biochemical, fluorogenic H-Leu-NHMec substrate, 1536-well (AID 1619) | actives 0.38% (n = 220,000) | inhibition, % at 30 µM; hits with a dose series show IC50 in µM | recombinant M17LAP, H-Leu-NHMec fluorogenic kinetic assay; higher % means a stronger effect;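 active = compound inhibiting the enzyme by more than half at any dose during confirmatory dose-response retesting; inconclusive = strong single-dose inhibitors picked by rank but not retested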;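 note: plate controls were full reaction with DMSO carrier for no effect and no enzyme background for full effect; strong numbers were not always called active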
# LYP inhibition – PTPN22 lymphoid phosphatase activity blockers – biochemical, fluorescence intensity, uHTS (AID 1779); inhibition, % at 11.5 µM; hits with a dose series show IC50 in µM; recombinant LYP phosphatase, fluorescence intensity; higher % means a stronger effect; actives 0.054% (n = 290,000);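 note: plate controls were vehicle with enzyme for no effect and no enzyme for full effect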
# XIAP antagonists – small molecules displacing peptide from XIAP – biochemical, IAP family, fluorescence polarization (AID 1018). XIAP BIR domain, fluorescence polarization peptide displacement; higher % means a stronger effect. one-dose displacement, % at 20 µM; IC50 in µM for titrated hits. actives 0.007% (n = 200,000); in the data active = displacement above about 50%; note: a part of the inactive calls stands beside numbers as strong as those of hits
# Myeloid diff 2 – promotes myeloid progenitor differentiation; ER-HoxA9 myeloid progenitors, lysozyme-GFP differentiation, flow cytometry; calls only at 10 µM; actives 1% (n = 360,000); AID 624256;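 active = normalized GFP-positive differentiation at or above the plate's own cutoff, the solvent-only control mean plus 3 SD; inconclusive = no clear call, values can overlap the other calls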;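 note: cells exposed to compound for four days before flow analysis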
# human PMI inhibition – inhibitors of human PMI, primary screen, biochemical, fluorescence intensity, coupled assay (AID 1209); one-dose inhibition, % at 20 µM; IC50 in µM for titrated hits; purified PMI enzyme, coupled fluorescence intensity; higher % means a stronger effect; actives 0.42% (n = 190,000);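 note: plate controls were DMSO vehicle for no effect and wells lacking substrate for full effect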
# human PMI inhibitors – human PMI inhibitors, high substrate, primary screen, biochemical, fluorescence intensity, high mannose 6-phosphate (AID 1220); recombinant PMI enzyme, coupled fluorescence intensity; higher % means a stronger effect; one-dose inhibition, % at 20 µM; IC50 in µM for titrated hits; actives 0.66% (n = 190,000)
# M1AAP inhibition – malaria alanyl aminopeptidase activity blockers – biochemical, fluorogenic H-Leu-NHMec substrate, 1536-well (AID 1445); recombinant M1AAP, H-Leu-NHMec fluorogenic kinetic assay; higher % means a stronger effect; inhibition, % at 30 µM, or IC50 in µM where a hit was titrated; actives 0.42% (n = 220,000);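 active = primary inhibition above the hit cutoff, then over 50% inhibition at one or more dose response concentrations, cut at about 23% in these data, passing the limit was not always enough; inconclusive = conflicting primary data, or primary hits not chosen for dose response; inactive = low primary inhibition, or under 50% at every dose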;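 note: plate controls were DMSO full reaction for no effect and no enzyme background for full effect; strong numbers were not always called active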
# ER stress rescue – rescue of cells from ER stress-induced death, primary screen, 384-well, CSM14.1, thapsigargin, ATP luminescence (AID 1222). 190,000 tested, under 10 active. one-dose cellular ATP content (survival), % at 20 µM; EC50 in µM for titrated hits. CSM14.1 thapsigargin-induced death rescue, ATP luminescence; higher % means a stronger effect;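 active = EC50 below 50 µM in the dose-response confirmation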;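 note: death triggered by thapsigargin at about 15 µM added after 2 h compound pretreatment; cell ATP read after overnight thapsigargin exposure of roughly 18 to 22 hours; normalized against plate controls of thapsigargin alone and 5% DMSO vehicle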
# Myeloid diff 2 GFP+ MAC1+ % – recorded beside Myeloid diff 2, whose call it bears; GFP+ MAC1+ double positive, %; measured here: differentiation confirmed by MAC1 staining
# Starred values were filed as active, the others as inactive; i = inactive; ? = inconclusive; · = no result given; + = active, no number. Cut-off read from the data, not from the text of the source, unless noted: active = inhibition above about 50%; inactive = the rest.
SMILES,TNAP activators,M17LAP inhibition,LYP inhibition,XIAP antagonists,Myeloid diff 2,Myeloid diff 2 GFP+ MAC1+ %,human PMI inhibition,human PMI inhibitors,M1AAP inhibition,ER stress rescue
CCc1cccc(NC(=O)CSc2nc3c(c(=O)[nH]2)CCCC3)c1,1.1,2%,-4%,-5.6%,·,·,-4%,-3%,2%,8.3%
CCOC(=O)N1CCN(C(=O)c2cc3sccc3n2C)CC1,1,-6%,2%,-6.9%,i,0.3,8%,12%,3%,-1.4%
COC(=O)CC(=O)Cc1nc(N)nc(Nc2ccc(C)c(C)c2)n1,1,-12%,-3%,-4.4%,i,1.2,8%,5%,-3%,-0.5%
Clc1ccccc1-c1nnc2sc(-c3ccco3)nn12,1.1,5%,-8%,-4.0%,i,1.5,3%,1%,-1%,3.3%
O=C(c1cc2ccccn2n1)N1CCN(c2cccc(C(F)(F)F)c2)CC1,1,5%,-5%,-24%,i,0.6,18%,17%,6%,-0.8%
CCOC(=O)C1(Cc2cccc(OC)c2)CCN(Cc2cccc(OCC)c2O)CC1,1,-19%,-12%,2.0%,i,0.4,8%,5%,5%,1.6%
CCCCn1c(-c2ccccc2)nnc1-c1ccccc1,1.1,8%,-2%,-8.3%,i,0.0,23%,10%,-2%,-1.3%
CCC(C)(C)n1nnnc1C(c1cc2cc3c(cc2[nH]c1=O)OCO3)N1CCN(C)CC1 (stereo not drawn),1.1,-137%,-22%,-5.7%,i,8.0,13%,13%,17%,1.0%
Cc1ccc2c(c1)sc[n+]2Cc1ccccc1,0.8,10%,-3%,-2.4%,i,7.2,-12%,-40%,8%,-1.6%
COC(=O)c1c(C(=O)OC)c2n(c1C)CCS2,·,-3%,-1%,·,i,0.6,·,·,-3%,·
COC(=O)C(CCSC)NC(=O)/C=C/c1ccc(OC)cc1 (stereo not drawn),1.1,-4%,3%,-4.3%,i,0.2,23%,-4%,0%,1.5%
CO[C@H]1C=CO[C@@]2(C)Oc3c(C)c(O)c4c(O)c(c5c(c4c3C2=O)NC2(CCN(CC(C)C)CC2)N=5)=NC(=O)C(C)=CC=C[C@H](C)[C@H](O)[C@@H](C)[C@@H](O)[C@@H](C)[C@H](OC(C)=O)[C@@H]1C,0.9,0%,3%,-7.4%,·,·,18%,34%,0%,6.0%
CCCn1c(O)c(CN2CCCCC2)c(C)c(C#N)c1=O,1,5%,5%,-12%,i,1.9,17%,57%*,8%,0.4%
COc1ccc(CNc2ccc(S(N)(=O)=O)cc2)c(OC)c1OC,1,10%,-9%,-7.8%,i,9.6,3%,-1%,5%,0.2%
CCOc1ccc(-c2cc(N)n(S(=O)(=O)c3ccc(OC)c(OC)c3)n2)cc1,0.9,27%,-2%,-1.8%,i,2.1,15%,19%,1%,-0.5%
COc1ccc(N2C(=O)CC(N3CCC(O)(c4ccc(Br)cc4)CC3)C2=O)cc1 (stereo not drawn),1,-18%,-7%,-2.5%,i,0.6,-3%,0%,10%,-0.7%
CC1CC(C)(C)N(C(=O)CSc2ccc(-c3ccc(F)cc3)nn2)c2ccccc21 (stereo not drawn),1,-1%,-1%,-4.6%,i,1.2,16%,10%,8%,9.9%
COc1cc(/C=C/C(=O)c2c(O)ccc3c(C)cc(=O)oc23)ccc1O,1,-42%,3%,-5.1%,i,0.3,20%,14%,?,10%
CCN(CC)S(=O)(=O)c1cccc(C(=O)NC(C)C(c2cccs2)N2CCCC2)c1 (stereo not drawn),1,-2%,-6%,-5.2%,i,0.2,-8%,-4%,0%,0.0%
COc1ccc(CNC(=O)CSc2nnnn2Cc2ccccc2)cc1,1,0%,-8%,-1.3%,i,0.9,-2%,5%,5%,-4.2%

# Not a retest: 8 of the compounds above.
SMILES,TNAP activators,M17LAP inhibition,LYP inhibition,XIAP antagonists,Myeloid diff 2,Myeloid diff 2 GFP+ MAC1+ %,human PMI inhibition,human PMI inhibitors,M1AAP inhibition,ER stress rescue
CCc1cccc(NC(=O)CSc2nc3c(c(=O)[nH]2)CCCC3)c1,1.1,2%,-4%,-5.6%,·,·,-4%,-3%,2%,8.3%
CCOC(=O)N1CCN(C(=O)c2cc3sccc3n2C)CC1,1,-6%,2%,-6.9%,i,0.3,8%,12%,3%,-1.4%
COC(=O)CC(=O)Cc1nc(N)nc(Nc2ccc(C)c(C)c2)n1,1,-12%,-3%,-4.4%,i,1.2,8%,5%,-3%,-0.5%
Clc1ccccc1-c1nnc2sc(-c3ccco3)nn12,1.1,5%,-8%,-4.0%,i,1.5,3%,1%,-1%,3.3%
O=C(c1cc2ccccn2n1)N1CCN(c2cccc(C(F)(F)F)c2)CC1,1,5%,-5%,-24%,i,0.6,18%,17%,6%,-0.8%
CCOC(=O)C1(Cc2cccc(OC)c2)CCN(Cc2cccc(OCC)c2O)CC1,1,-19%,-12%,2.0%,i,0.4,8%,5%,5%,1.6%
CCCCn1c(-c2ccccc2)nnc1-c1ccccc1,1.1,8%,-2%,-8.3%,i,0.0,23%,10%,-2%,-1.3%
CCC(C)(C)n1nnnc1C(c1cc2cc3c(cc2[nH]c1=O)OCO3)N1CCN(C)CC1 (stereo not drawn),1.1,-137%,-22%,-5.7%,i,8.0,13%,13%,17%,1.0%

# (next part)
SMILES,TNAP activators,M17LAP inhibition,LYP inhibition,XIAP antagonists,Myeloid diff 2,Myeloid diff 2 GFP+ MAC1+ %,human PMI inhibition,human PMI inhibitors,M1AAP inhibition,ER stress rescue
Cc1cc(C)nc(SCCn2c(N3CCOCC3)nc3c2c(=O)[nH]c(=O)n3C)n1,1.1,-3%,-8%,-2.5%,i,0.2,-7%,-9%,4%,-12%
Cc1ccc(NC(=O)Nc2cccs2)c(Cl)c1,1.1,46%,-4%,-6.5%,i,0.2,15%,8%,1%,0.9%
CC(=O)c1ccc(OCCN2CCOCC2)cc1,1.2,12%,-10%,-5.4%,i,1.1,4%,-8%,-3%,0.1%
C=CCNCCOCCOc1ccc(C)cc1Br,1.1,7%,-7%,-7.3%,i,0.6,-4%,-4%,6%,-2.7%
CC1CCN(S(=O)(=O)N2CCC(C(=O)NCCC3=CCCCC3)CC2)CC1,1.2,-4%,-9%,-4.1%,i,0.2,-3%,-5%,2%,0.4%
O=C1CC(NN2CCCCC2)C(=O)N1c1ccccc1 (stereo not drawn),1.1,-3%,-9%,-7.3%,i,0.7,15%,28%,12%,2.2%
C=CCNc1nc(Cl)ncc1F,1.1,1%,-12%,-4.5%,?,·,0%,-8%,0%,-2.4%
Nn1c(SCC(=O)Nc2ccc3c(c2)OCCO3)nnc1-c1ccccn1,1.1,35%,-8%,-2.0%,i,1.2,4%,-8%,1%,1.5%
CSC1=C(C#N)C(c2ccccc2Cl)C(C(C)=O)=C(C)N1 (stereo not drawn),1.1,3%,-2%,-8.5%,i,1.7,7%,3%,8%,-0.6%
CC1CCCN(C(=O)C(C)Nc2cc(Cl)ccc2N2CCOCC2)C1 (stereo not drawn),1.1,-9%,0%,-11%,i,0.4,6%,34%,2%,-1.2%
CN1CCN(CC(=O)Nc2sc3c(c2C#N)CCC(C(C)(C)C)C3)CC1 (stereo not drawn),1.1,-3%,-11%,-5.3%,·,·,12%,10%,-3%,-1.0%
O=C(c1nc2ccccc2s1)N1CCSCC1,1.1,11%,-8%,1.0%,i,0.2,1%,-3%,5%,3.8%
CCn1c(-c2csc3ccccc23)n[nH]c1=S,1,16%,-4%,-2.2%,i,0.6,2%,-3%,3%,0.1%
CCOC(=O)c1c(NC(=O)COC)sc(C(C)=O)c1C,1.1,13%,-2%,-2.3%,i,5.8,8%,9%,4%,·
O=C(/C=C/NCc1cccnc1)C(F)(F)C(F)(F)F,1.1,14%,5%,-7.0%,i,0.2,-10%,-3%,0%,·
CC(C)Cc1cc(C(=O)Nc2sc3c(c2C#N)CCC3)no1,1,-10%,9%,-5.0%,i,3.7,-3%,-2%,20%,-1.2%
Cc1cc(=O)n2[nH]c(-c3ccc(F)cc3)cc2n1,1,-9%,-8%,-3.2%,i,1.2,7%,4%,2%,-1.5%
Cc1c[n+](C)ccc1CC1C([N+](=O)[O-])=C[N-]c2ncnn21 (stereo not drawn),1,7%,1%,-3.8%,i,1.0,-1%,0%,13%,-0.1%
O=C(NC(=S)NCC1CCCO1)c1ccc(Cl)cc1Cl (stereo not drawn),1.1,-1%,-1%,9.6%,i,0.4,-5%,-10%,-2%,-4.1%
COc1ccc(S(=O)(=O)Nc2ccc(NC(C)=O)cc2)cc1Br,1.1,-4%,-9%,0.9%,i,0.5,-13%,-1%,3%,1.2%
Cc1ccc2[nH]c(C(=O)NN=C3CCCCC3)c(-c3ccccc3)c2c1,1.3,-1%,3%,-1.7%,+,18*,10%,9%,1%,-1.5%
COCC(C)Nc1nc(C)c(C(C)=O)s1 (stereo not drawn),1.1,8%,-2%,-4.0%,i,0.4,-38%,-12%,5%,-5.1%
COC(=O)C1C(O)=C(C(C)=N)C(=O)CC1(C)C (stereo not drawn),1.1,-2%,-7%,-1.2%,i,0.4,6%,6%,0%,-1.5%
Cc1cccc(-n2c(N)c(-c3nc4ccccc4n3C)c3nc4ccccc4nc32)c1,1.3,-26%,6%,-9.6%,i,0.6,-3%,1%,-3%,0.0%
CCOC(=O)C1CCN(c2ncnc3c2[nH]c2cccc(OC)c23)CC1,1.1,-202%,-4%,-21%,i,0.3,6%,9%,20%,-1.8%
NS(=O)(=O)c1ccc(N=NN2CCCCC2)cc1,1.1,25%,1%,6.5%,i,0.5,7%,0%,15%,-0.4%
Cc1ccc(C(=O)C(OC(=O)c2c(C)cc(=O)oc2C)c2ccccc2)cc1 (stereo not drawn),1.2,16%,0%,-4.4%,i,0.0,12%,6%,2%,0.8%
O=C(OCc1cnc(Cl)s1)c1cccs1,1.1,0%,-7%,-6.4%,i,0.2,-6%,-2%,0%,-1.8%
Nc1ccc(NC2C[C@@H](C(=O)O)NC2=O)cc1 (stereo partly drawn),1.1,3%,-7%,-4.3%,i,0.1,-9%,18%,-1%,-1.2%
C#CCOCCOCCOCCNc1nc(N2CCOCC2)nc(N2CCN(C(=O)[C@H](Cc3cc4ccccc4[nH]3)n3cc([C@@H](N)Cc4ccc(O)cc4)nn3)CC2)n1,1,0%,-10%,-6.2%,i,2.8,-18%,2%,0%,0.4%
CC1CCCCN1C(=O)CSc1nc(-c2ccccc2)cn1N (stereo not drawn),1.1,15%,-4%,-4.6%,i,0.8,-16%,-14%,2%,-2.8%
